TRPC4 inh = TRPC4 (mouse) channel inhibition; HEK293 TRPC4beta/mu-opioid, DAMGO-evoked Fluo4 calcium flux; stronger effect = lower value; B-score at 10 µM; hit rate 0.39% among 300,000; AID 2247;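 active = B-score over 3 SD under the library average, no early fluorescence shift, positive overall ratio signal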
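Material: HEK293 cells with stable TRPC4beta plus mu-opioid receptor expression; probe or stimulus: DAMGO in two steps, submaximal then maximal; technique: Fluo4 calcium fluorescence by kinetic imaging, 5 s 1 Hz baseline; measure: integrated fluorescence ratio relative to baseline, converted to per-well B score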
TRPC6 act = mouse TRPC6 channel activation. HEK293-TRPC6 membrane potential dye fluorescence; stronger effect = higher value. B-score at 10 µM. AID 2550. hit rate 0.13% among 310,000;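 active = B-score of the integrated fluorescence ratio above library mean plus 3 SD, and starting fluorescence ratio within library mean plus 5 SD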;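 note: higher score means more depolarization so channel activation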
Target sequence (Q61143 whole entry, looked up): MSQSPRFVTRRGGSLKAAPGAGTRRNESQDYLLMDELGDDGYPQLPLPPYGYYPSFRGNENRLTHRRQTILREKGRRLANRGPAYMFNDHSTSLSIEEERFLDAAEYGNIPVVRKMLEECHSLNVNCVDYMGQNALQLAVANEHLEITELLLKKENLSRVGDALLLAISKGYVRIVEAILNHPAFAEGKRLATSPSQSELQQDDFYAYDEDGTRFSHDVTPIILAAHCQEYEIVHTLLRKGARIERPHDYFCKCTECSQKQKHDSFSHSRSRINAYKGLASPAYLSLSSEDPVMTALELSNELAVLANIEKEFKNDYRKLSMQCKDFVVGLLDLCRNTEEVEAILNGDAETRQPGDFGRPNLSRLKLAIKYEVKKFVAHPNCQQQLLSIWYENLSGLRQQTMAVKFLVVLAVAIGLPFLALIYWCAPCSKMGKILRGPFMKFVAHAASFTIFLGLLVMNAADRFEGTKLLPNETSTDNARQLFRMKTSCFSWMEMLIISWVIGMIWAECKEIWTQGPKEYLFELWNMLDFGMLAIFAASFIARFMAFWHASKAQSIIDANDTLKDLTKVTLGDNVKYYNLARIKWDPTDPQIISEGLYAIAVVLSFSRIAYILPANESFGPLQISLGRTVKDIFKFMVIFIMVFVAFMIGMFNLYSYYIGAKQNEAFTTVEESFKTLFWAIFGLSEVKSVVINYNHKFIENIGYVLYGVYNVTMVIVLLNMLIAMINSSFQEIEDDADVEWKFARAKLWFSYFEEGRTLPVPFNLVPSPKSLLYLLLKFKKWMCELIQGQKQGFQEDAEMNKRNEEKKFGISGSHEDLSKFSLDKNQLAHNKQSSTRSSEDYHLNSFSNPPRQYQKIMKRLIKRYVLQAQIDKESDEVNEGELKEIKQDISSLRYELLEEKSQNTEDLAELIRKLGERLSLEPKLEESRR
SKKanGAS inh = inhibitors of SKKanGAS S. pyogenes growth in kanamycin (SK-promoter or general growth effect) | BacTiter-Glo, 6 h | inhibition, % at 7.5 µM | hit rate 1.3% among 300,000 | AID 1662;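 active = mean replicate score, as percent of positive control median, at least 50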;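 note: strain carries kanamycin resistance gene driven by streptokinase promoter and grows in 40 µg/ml kanamycin; loss of luminescence reflects streptokinase promoter inhibition or plain growth inhibition; 0% = median of DMSO wells and 100% = positive control at its reference dose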
TRPC6 inhibitor = mouse TRPC6 channel inhibition; Q61143; HEK293-TRPC6, membrane potential dye, ACh-evoked depolarization; stronger effect = lower value; B-score at 10 µM; hit rate 1.1% among 310,000;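 active = B-score under library mean minus 3 SD, initial fluorescence not abnormally high, positive integrated signal ratio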;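 note: B-score derived from integrated fluorescence ratio over the kinetic read; more negative B-score means stronger inhibition of depolarization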
RGS4 block = human RGS4 inhibition; HEK293 M3R/RGS4 inducible, Fluo-4 calcium flux; stronger effect = higher value; triggered by carbachol at its EC20; hit rate 0.45% among 310,000; P49798; AID 463165; B-score at 10 µM;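 active = B-score, a plate-corrected calcium signal, over three deviations above library mean, with baseline fluorescence within five deviations of library mean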;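 note: RGS4 expression induced by doxycycline in cells with stable M3 receptor; B-score is computed from the integrated fluorescence ratio over baseline after carbachol; higher B-score means a larger calcium signal and so more RGS4 inhibition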
Target sequence (P49798 whole entry, looked up): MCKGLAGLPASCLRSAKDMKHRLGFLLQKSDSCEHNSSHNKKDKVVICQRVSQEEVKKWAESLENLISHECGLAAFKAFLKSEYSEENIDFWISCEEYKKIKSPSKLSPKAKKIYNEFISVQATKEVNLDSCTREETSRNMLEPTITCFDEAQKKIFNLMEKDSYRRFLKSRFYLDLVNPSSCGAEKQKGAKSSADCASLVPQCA
RGS4 act = potentiators or activators of RGS4. HEK293 M3R/inducible RGS4, carbachol calcium flux Fluo4; stronger effect = lower value. B-score at 10 µM. hit rate 0.92% among 310,000. AID 463111;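 active = B-score of the integrated calcium signal more than 4 SD below the library mean, with starting fluorescence not abnormally high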;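 note: negative B-score means reduced calcium response which marks RGS4 activation or potentiation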
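Assay system: HEK293 FlpIn-TREx cells, stable M3R, doxycycline-inducible RGS4 / Probe or stimulus: carbachol, ECmax concentration / Times: overnight RGS4 induction, 30 min dye load 37 °C, 20 min compound RT / Signal: kinetic calcium fluorescence imaging with Fluo4-AM dye, 2 µM / Measure: Agonist-evoked peak-minus-minimum fluorescence over baseline, integrated ratio, B score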
Platelet DG rel = modulates dense granule release in human platelets; human platelet-rich plasma, SFLLRN dense granule ATP release, luminescence; inhibition, %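 (compounds screened at 7.5 µM in platelet-rich plasma)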; hit rate 0.22% among 300,000;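 active = mean replicate score, as percent of positive control, at or above 50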
MrgX1 agonist = agonists of human MrgX1 receptor. Q96LB2. B-score at 10 µM. MrgX1-HEK293 cells, Fluo-4 calcium fluorescence, agonist mode; stronger effect = higher value. hit rate 0.44% among 310,000. AID 588627;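 active = calcium response B-score plate-corrected fluorescence ratio at least 3 library SD, with starting fluorescence B-score inside 5 SD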
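System – MrgX1-expressing HEK293 cells · Incubation – cells plated overnight, dye loaded 0.5 h 37 °C, 0.5 h room temperature · Technique – kinetic Fluo-4 NW fluorescence of intracellular calcium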
MrgX1 allo act = human MrgX1 positive allosteric modulation, primary screen | Q96LB2 | MrgX1-HEK293, Fluo-4 calcium flux, FDSS; stronger effect = higher value | B-score at 10 µM | hit rate 0.63% among 310,000 | AID 588675;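 active = plate-corrected calcium response at least 3 library SD above typical, normal starting fluorescence, not activating the receptor alone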;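 note: compound read alongside a low EC10 to EC30 dose of BAM8-22 agonist; peak minus trough fluorescence over baseline measured at the second addition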
MrgX1 antagonist = blocks BAM8-22 activation of human MrgX1 receptor. AID 588676. hit rate 1.3% among 310,000. MRGX1-HEK293 calcium flux, Fluo-4, BAM8-22 antagonism; stronger effect = lower value. B-score at 10 µM. Q96LB2;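 active = calcium-response B-score plate-corrected more than 3 library SD below zero, starting fluorescence within 5 deviations, no agonist response on first addition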;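 note: peak minus trough fluorescence over baseline after final BAM8-22 challenge near maximal dose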
HIF act = HIF pathway transcriptional activation | U2OS HRE-luciferase reporter, luminescence; normalized: DMSO 0%, desferrioxamine 100% | activation, % at 7.5 µM (by protocol) | hit rate 0.32% among 300,000 | AID 1910;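 active = mean activation of at least 10% of the iron chelator positive control signal, with at least half of replicates also reaching 10%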
Numbers without * were called inactive; i = inactive; nt = no result given. This is a random part of the collection; about 6.1% have a hit in one of these screens.

The first two records (preview)
SMILES	TRPC4 inh	TRPC6 act	SKKanGAS inh	TRPC6 inhibitor	RGS4 block	RGS4 act	Platelet DG rel	MrgX1 agonist	MrgX1 allo act	MrgX1 antagonist	HIF act
O=C(O)c1cccc(S(=O)(=O)Nc2ccccc2Cc2ccccc2)c1	i	i	7	i	i	i	-1	i	i	i	0.9
Nc1nonc1-n1nnc(C(=O)N/N=C/c2ccncc2)c1CSc1ccc(Cl)cc1	i	i	-5	i	i	i	-13	i	i	i	-0.3

Main list (from the top)
SMILES	TRPC4 inh	TRPC6 act	SKKanGAS inh	TRPC6 inhibitor	RGS4 block	RGS4 act	Platelet DG rel	MrgX1 agonist	MrgX1 allo act	MrgX1 antagonist	HIF act
O=C(O)c1cccc(S(=O)(=O)Nc2ccccc2Cc2ccccc2)c1	i	i	7	i	i	i	-1	i	i	i	0.9
Nc1nonc1-n1nnc(C(=O)N/N=C/c2ccncc2)c1CSc1ccc(Cl)cc1	i	i	-5	i	i	i	-13	i	i	i	-0.3
O=C(O)c1cccc(NC(=O)c2cn(-c3ccccc3)nc2-c2cc3ccccc3o2)c1	i	i	31	i	i	i	-5	i	i	i	-2.6
COc1ccc(/C=N/NC(=O)C2C(C=C(Cl)Cl)C2(C)C)c(OC)c1 (stereo not drawn)	i	i	3	i	i	i	-4	i	i	i	1.1
O=C(CCc1nc2ccccc2c(=O)[nH]1)NNC(=O)c1cccc(Cl)c1	i	i	-11	i	i	i	8	i	i	i	-0.4
Cc1c(OCC(=O)NCCCN2CCCC2=O)ccc2c3c(c(=O)oc12)CCC3	i	i	6	-6.1*	i	i	5	i	i	i	0.1
O=c1[nH]nc(SCc2nnc(-c3cccc(Cl)c3)o2)n1C1CCCCC1	i	i	-10	i	i	i	-4	i	i	i	-0.3
CCOC(=O)C1=C(N)OC(C)=C(C#N)C1c1ccco1 (stereo not drawn)	i	i	-1	i	i	i	-5	i	i	i	0.0
CCOC(=O)C1=NOC(C(=O)NN(C)c2ncc(C(F)(F)F)cc2Cl)C1 (stereo not drawn)	i	i	-2	i	i	i	7	i	i	i	0.2
O=C(COc1ccccc1)NC1CCS(=O)(=O)C1 (stereo not drawn)	i	i	6	i	i	i	3	i	i	i	-0.2
O=C(Cc1cn2ccsc2n1)OCc1ccccc1	i	i	1	i	i	i	nt	i	i	i	nt
COCCCN1CN(S(=O)(=O)c2ccc(C)cc2C)c2nc3ccccc3nc21	i	i	9	i	i	i	-3	i	i	i	nt
C[C@@H]1CC[C@@]2(O[C@H](CCO)C[C@@H](O)[C@@H]2O)O1	i	i	1	i	i	i	0	i	i	i	-0.4
Cc1ccc(S(=O)(=O)NNC(=O)CCCCC(=O)NNS(=O)(=O)c2ccc(C)cc2)cc1	i	i	6	i	i	i	-2	i	i	i	0.0
CCCc1c(C(=O)N/N=C/c2ccc(OCc3ccccc3)c(OC)c2)nnn1-c1nonc1N	i	i	13	i	i	i	-15	i	i	i	1.6
COc1ccccc1-c1nnc(NC(=O)c2cccc(N3C(=O)CCC3=O)c2)o1	i	i	-12	i	i	i	-18	i	i	i	-0.3
Cn1c(N)c(C(=O)COC(=O)CN2C(=O)c3ccccc3C2=O)c(=O)n(C)c1=O	i	i	0	i	i	i	-1	i	i	i	-0.3
O=C(N1CCOCC1)N1CCN(C(c2ccccc2)c2ccccc2)CC1	i	i	1	i	i	i	9	i	i	i	-0.3
COc1cc(/C=C2/C(=O)NN(c3cccc(C)c3)C2=O)ccc1OC(=O)c1ccco1	i	i	4	i	6.8*	i	-11	i	i	i	-0.3
O=C(N/N=C/c1ccoc1)c1ccc(Cl)cc1Cl	i	i	0	i	i	i	15	i	i	i	0.2

Ordered by the number under Platelet DG rel (largest number first): some entries from above
mol	TRPC4 inh	TRPC6 act	RGS4 block	Platelet DG rel	MrgX1 agonist	MrgX1 antagonist
O=C(CCc1nc2ccccc2c(=O)[nH]1)NNC(=O)c1cccc(Cl)c1	i	i	i	8	i	i
COCCCN1CN(S(=O)(=O)c2ccc(C)cc2C)c2nc3ccccc3nc21	i	i	i	-3	i	i
CCOC(=O)C1=C(N)OC(C)=C(C#N)C1c1ccco1 (stereo not drawn)	i	i	i	-5	i	i

Later entries
SMILES	TRPC4 inh	TRPC6 act	SKKanGAS inh	TRPC6 inhibitor	RGS4 block	RGS4 act	Platelet DG rel	MrgX1 agonist	MrgX1 allo act	MrgX1 antagonist	HIF act
COc1ccc(-c2cc(C(=O)O)c3c(C)nn(-c4ccccn4)c3n2)cc1	i	i	5	i	i	i	5	i	i	i	-0.3
CCCCN(CC)CCNC(=O)c1cn(C)c(=O)c2c1c1ccccc1n2C	i	i	3	i	i	i	6	i	i	i	-0.6
O=C(CSc1nncn1-c1ccccc1)c1c[nH]c2ccccc12	i	i	-18	i	i	i	-2	i	i	i	0.1
Cc1ccc(/C=N/NC(=O)CN2CCN(S(=O)(=O)c3ccc(Br)cc3)CC2)s1	i	i	17	i	i	i	7	i	i	i	0.5
O=C(NCc1cccnc1)C(C(=O)c1ccc(F)cc1)n1ccccc1=O (stereo not drawn)	i	i	-3	i	i	i	0	i	i	i	-0.3
COc1ccc2[nH]c(C(=O)NCCc3ccccc3)cc2c1	i	i	-3	i	i	i	-1	i	i	i	1.8
CC(OC(=O)c1snc(C(=O)NC2CCCCC2)c1N)C(=O)NC(C)(C)C (stereo not drawn)	i	i	-3	i	i	i	-5	i	i	i	0.9
COC(=O)CSc1cc([N+](=O)[O-])ccc1NC(=O)OC	i	i	13	i	i	i	-4	i	i	i	0.1
CN1c2ccccc2C(C)(C)C12CCCC(=O)N2 (stereo not drawn)	i	i	-2	i	i	i	-2	i	i	i	-0.2
COC(=O)CC1=NN(c2nc3ccccc3s2)C(=O)/C1=C/N(C)C	i	i	2	i	i	i	8	i	15*	i	0.3
Cn1c(=O)n(Cc2ccccc2Cl)c2ccccc21	i	i	8	i	i	i	4	i	i	i	-0.5
NC(=O)C1CCCN(Cc2c(C(=O)N3CCc4ccccc4C3)nc3ccc(Cl)cn23)C1 (stereo not drawn)	i	i	16	i	i	i	-1	i	i	i	11*
COCCCN1C(=O)C(=O)/C(=C(/O)c2ccccc2)C1c1ccc(N(C)C)cc1 (stereo not drawn)	i	i	-9	i	i	i	-10	i	i	i	0.3
CSc1cc(/C=N/O)c(SC)s1	i	i	2	i	i	i	-15	i	i	i	-0.1
Cc1cc(C(=O)Nn2c(-c3ccncc3)nc3ccccc3c2=O)ccc1[N+](=O)[O-]	i	i	5	i	i	i	0	i	i	i	-0.4
Cc1ccc(C(=O)NCCN2CCOCC2)cc1C	i	i	-1	i	i	i	0	i	i	i	1.3
CCOc1ccc(/C=C/C(=O)N2CCOCC2)cc1OC	i	i	-3	i	i	i	3	i	i	i	0.1
Fc1ccc(Nc2ccnc(Nc3ccc(F)cc3)n2)cc1	i	i	-2	i	i	i	1	i	i	i	1.7
Cc1cc(C)cc(NC(=O)CCC(=O)Nc2nnc(C(C)C)s2)c1	i	i	1	i	i	i	8	i	i	i	-0.2
Cc1cccc(N(C)C(=O)CCS(=O)(=O)c2cccc3nonc23)c1	i	i	2	i	i	i	-11	i	i	i	-0.6
CCCn1c(NC(=O)C2CCN(C(=O)c3ccccc3C)CC2)nc2ccccc21	i	i	-7	i	i	i	-2	i	i	i	0.2
Cc1cc(C(=O)NCc2cccnc2)cs1	i	i	-1	i	i	i	11	i	i	i	-0.3
NC(=O)NCc1ccccc1	i	i	-3	i	i	i	-6	i	i	i	0.8
COc1ccc(C(=O)OC(C(=O)c2ccc(C)cc2)c2ccccc2)cc1 (stereo not drawn)	i	i	10	i	i	i	-2	i	i	i	0.1
CSCCC(NC(=O)c1ccccc1Cl)C(=O)NCC(c1ccco1)N1CCCCC1 (stereo not drawn)	i	i	-4	i	i	i	-1	i	i	i	-1.3
O=c1ccc(-c2nc3ccccc3n2Cc2ccccc2Cl)c[nH]1	i	i	5	i	i	i	4	i	i	i	0.0
COc1ccc(CN2CCNC(=O)C2CC(=O)NCC2CCOCC2)c(F)c1 (stereo not drawn)	i	i	0	i	i	i	-8	i	i	i	0.0
CCCCCN1CC(=O)N2Cc3[nH]c4ccccc4c3C[C@H]2C1=O	i	i	-2	i	i	i	-6	i	i	-19*	-1.0
CC1(C)Cc2ccccc2/C(=C/C(=O)N2CCCCCC2)N1	i	i	-9	i	i	i	0	i	i	i	-0.5
COc1ccccc1NC(=O)C(C)OC(=O)CCSc1ccc(F)cc1 (stereo not drawn)	i	i	-1	i	i	i	-2	i	i	i	-1.8
C=CCSc1ncc(CO)n1Cc1ccccc1	i	i	1	i	i	i	10	i	i	i	0.6
CCOC(=O)N1CCN(S(=O)(=O)N2CCCC(C(=O)NCc3ccc(OC)cc3)C2)CC1 (stereo not drawn)	i	i	-7	i	i	i	5	i	i	i	0.4
COc1ccc(-c2csc3ncnc(NCCCO)c23)cc1	i	i	6	i	i	i	1	33*	i	i	1.6
Cc1ccc(-n2c(C)cc(/C=N/Nc3ccc([N+](=O)[O-])cn3)c2C)cc1	i	i	-7	i	i	i	3	i	i	i	0.5
CCC(NC(=O)CCc1c(C)c2cc3c4c(oc3cc2oc1=O)CCCC4)C(=O)O (stereo not drawn)	i	i	9	i	i	i	-5	i	i	i	-2.4
CCOC(=O)c1c(N)sc2c(O)c(Br)ccc12	i	i	-3	i	i	i	-1	i	i	i	-0.4
O=C(O)c1ccc(Cl)cc1Nc1nc2cc(Cl)ccc2o1	-6*	i	17	i	i	i	-5	i	i	i	1.1
CN(C)/C=C(\C#N)C(=O)N/N=C(\CC(=O)C(F)(F)F)c1ccco1	i	i	11	i	i	i	-7	i	i	i	0.4
CCOCCCNC(=S)N1CCC(NC(=O)C2CCCCC2)CC1	i	i	-1	i	i	i	-1	i	i	i	0.0
COC(=O)c1cnc[nH]1	i	i	-4	i	i	i	-2	i	i	i	0.0
O=C(Nc1ccc(C(F)(F)F)cc1)c1cnc(N2CCN(c3ccccn3)CC2)c2ccccc12	i	i	20	i	i	i	-4	i	i	i	-0.4
O=C(c1ccc(CN2CCOCC2)cc1)N1CCC(Cc2ccccc2)CC1	i	i	-2	i	i	i	-2	i	i	i	0.3
